NPC1 promoter act: activates the NPC1 promoter. Huh7 NPC1 promoter luciferase reporter, 24 h. Potency, µM (series often up to 9.22 µM), inactives show at the top dose activation, hits mostly activators. 2.4% of 320,000 active. AID 485313;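 also: potency is read from the fitted curve at half-maximal effect; % of control where 0% means no effect; nearly all actives have a fitted effect of over 60% in size; reporter is driven by a mutant NPC1 promoter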
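Huh7 cells stably carrying NPC1 promoter–luciferase, plated in Opti-MEM with 10% FBS for 2 h, were exposed to compound in DMSO for 24 h at 37 °C; luciferase reagent was added for 10 min and luminescence read.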
FLuc modulator: inhibits or activates purified firefly luciferase, miR-21 counter-screen; P08659; purified FLuc, Km substrates, luminescence inhibition; Potency, µM (series often up to 57.5 µM), for inactives: at the top dose activity change, negative = inhibition, usual class: inhibitors; 6.9% of 360,000 active;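 also: potency is read from the fitted curve at half-maximal effect; plate controls were vehicle for no effect and reference inhibitor for full effect; nearly all actives have a fitted effect of over 55% in size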
Target sequence (P08659 whole entry, looked up): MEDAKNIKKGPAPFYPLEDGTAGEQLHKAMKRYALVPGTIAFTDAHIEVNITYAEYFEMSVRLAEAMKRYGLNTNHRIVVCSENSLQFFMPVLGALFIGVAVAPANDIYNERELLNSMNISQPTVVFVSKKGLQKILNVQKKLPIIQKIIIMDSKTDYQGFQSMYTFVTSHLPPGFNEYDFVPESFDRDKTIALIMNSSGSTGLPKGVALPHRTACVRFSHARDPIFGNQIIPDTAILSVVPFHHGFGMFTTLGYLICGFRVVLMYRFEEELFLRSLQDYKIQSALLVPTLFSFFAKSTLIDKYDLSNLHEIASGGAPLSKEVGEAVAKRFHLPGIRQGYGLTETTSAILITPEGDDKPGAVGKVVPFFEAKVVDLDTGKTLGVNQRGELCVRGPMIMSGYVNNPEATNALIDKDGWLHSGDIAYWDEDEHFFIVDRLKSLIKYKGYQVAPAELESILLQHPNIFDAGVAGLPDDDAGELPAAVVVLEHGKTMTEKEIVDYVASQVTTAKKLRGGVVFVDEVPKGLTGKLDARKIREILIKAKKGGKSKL
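Biochemical qHTS of compounds, final roughly 60 µM downward over six points, against 10 nM purified firefly luciferase using Km concentrations of substrates (10 uM D-luciferin, 10 uM ATP) in Tris acetate pH 7.5 buffer; luminescence output.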
p53 reactivator: re-activators of mutant p53; H1299 p53-A138V BP100-luciferase reporter, luminescence, 24 h; Potency, µM (series often up to 92.2 µM), for inactives: top-dose activity change, positive = activation, most hits filed as activators; 0.063% of 320,000 active; AID 504706; also: potency is read from the fitted curve at half-maximal effect; % of control where 0% means no effect; nearly all actives have a fitted effect of over 45% in size
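p53-null H1299 cells stably carrying temperature-sensitive p53-A138V and a BP100-luciferase reporter were pinned with compounds (4-point, 1:5 series) and held 24 hrs at 37 deg C. Luminescence was read 10 min after detection reagent.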
ELG1 genotox: induces genotoxicity in HEK293T cells with luciferase-tagged ELG1. AID 504466. Potency, µM (series often up to 46 µM), inactives show at the top dose activity change, positive = activation, most hits filed as activators. 1.3% of 330,000 active. HEK293T ELG1-luciferase reporter, luminescence, 16 h; also: potency is read from the fitted curve at half-maximal effect; % of control where 0% means no effect; nearly all actives have a fitted effect of over 60% in size
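Step 1: seed 2,000 HEK293T ELG1-luciferase cells per well. Step 2: add compound or DMSO, incubate 16 hr at 37 °C. Step 3: ONE-Glo, 30 min at room temperature, read luminescence.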
TRPV1 ag: activates the human vanilloid receptor TRPV1. Q8NER1. TRPV1-expressing cells, Fluo-8 calcium influx, agonist mode. activation, % at 8.33 µM. 0.19% of 320,000 active. AID 540275; in the data active = activation above about 80%; inconclusive = between about 30% and that limit; also: 0% is about no effect
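Fluo-8 calcium influx in TRPV1-expressing cells, kinetic read (ex 480/em 520 nm). Compound added and read 3 min for agonist activity, followed by capsaicin at EC20 final and 2 min further read for enhancement.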
Rab9 prom act: activators of Rab9 promoter; Potency, µM (titrated, usually from 9.22 µM), for the others: at the top dose activation, negative = inhibition, usual class: activators; Huh7 Rab9 promoter-luciferase reporter, luminescence, 24 h; 2.8% of 320,000 active; AID 485297; also: potency is read from the fitted curve at half-maximal effect; % of control where 0% means no effect; nearly all actives have a fitted effect of over 60% in size
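Steps: seed 1500 Huh7 Rab9-luc cells per well, rest 2 h at 37 °C; add compound in DMSO; incubate 24 h; add luciferase reagent, 10 min ambient; read luminescence.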
Tb PFK block: inhibitors of T. brucei phosphofructokinase; O15648; T. brucei PFK, ADP-Glo luminescence; Potency, µM (doses to about 57.5 µM), inactives show at the highest dose activity, negative = inhibition, most hits filed as inhibitors; 0.17% of 330,000 active; AID 485367;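 also: potency is read from the fitted curve at half-maximal effect; 0% = uninhibited 1x PFK enzyme wells and -100% = no-enzyme wells; nearly all actives have a fitted effect of over 60% in size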
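In TEA buffer at pH 8.0 with 5 mM MgCl2, enzyme (1.25 nM) converted F6P (0.5 mM) and ATP (0.1 mM) for 45 min at room temperature. ADP product was read by luciferase luminescence.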
VP16 counter: inhibits Gal4-VP16 luciferase reporter, ROR gamma counter-screen | Potency, µM (highest dose often 53.6 µM), inactives show top-dose activity, negative = inhibition, usual class: inhibitors | 3.5% of 310,000 active | Drosophila S2 Gal4-VP16 UAS-luciferase, luminescence, 20 h | AID 2546;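 also: Gal4-VP16 expression switched on by copper sulfate through the metallothionein promoter; potency is read from the fitted curve at half-maximal effect; % is scaled to controls: 0 for no effect and ±100 for the full control effect; nearly all actives have a fitted effect of over 50% in size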
RORg inh: blocks mouse ROR gamma transcriptional activity; Drosophila S2 Gal4-RORgamma UAS-luciferase reporter, 20 h; Potency, µM (series often up to 53.6 µM), without a hit: at the top dose activity change, negative = inhibition, usual class: inhibitors; 5.4% of 310,000 active; AID 2551; also: potency is read from the fitted curve at half-maximal effect; % is scaled to controls: 0 for no effect and ±100 for the full control effect; nearly all actives have a fitted effect of over 60% in size
Target sequence (P51450 whole entry, looked up, the tested form may be a part): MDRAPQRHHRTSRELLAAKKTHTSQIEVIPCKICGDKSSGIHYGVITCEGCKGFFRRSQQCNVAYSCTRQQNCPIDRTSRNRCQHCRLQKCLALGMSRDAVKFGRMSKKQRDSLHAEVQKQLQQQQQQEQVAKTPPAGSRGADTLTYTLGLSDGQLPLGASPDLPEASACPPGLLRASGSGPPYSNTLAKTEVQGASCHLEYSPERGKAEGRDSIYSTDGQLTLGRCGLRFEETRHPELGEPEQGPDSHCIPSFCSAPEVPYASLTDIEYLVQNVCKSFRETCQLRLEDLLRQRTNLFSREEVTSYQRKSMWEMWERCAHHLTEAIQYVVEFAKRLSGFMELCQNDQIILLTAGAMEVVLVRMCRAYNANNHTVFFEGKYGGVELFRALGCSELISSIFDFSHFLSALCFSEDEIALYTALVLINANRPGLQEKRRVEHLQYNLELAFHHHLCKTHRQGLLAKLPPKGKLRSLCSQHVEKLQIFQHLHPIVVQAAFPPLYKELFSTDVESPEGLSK
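Compounds are pin-transferred onto Drosophila Schneider cells expressing a copper-inducible Gal4–ROR gamma transactivation domain fusion. After 1 hr, copper sulfate is added to 700 uM final; luciferase is read 20 hr later.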
ELG1 DNA repair: inhibitors of ELG1-dependent DNA repair in HEK293T cells; HEK293T ELG1-luciferase reporter, luminescence, 16 h; DNA damage induced by 5-fluorouridine; Potency, µM (highest dose often 46.1 µM), for inactives: at the highest dose activity change, negative = inhibition, usual class: inhibitors; 2.3% of 330,000 active; AID 504467; also: potency is read from the fitted curve at half-maximal effect; % is scaled to controls: 0 for no effect and ±100 for the full control effect; nearly all actives have a fitted effect of over 55% in size
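Reporter activity after DNA damage by 5-fluorouridine is monitored. Compound-treated cells incubate 16 hr at 37 °C, then ONE-Glo is added for 30 min before luminescence reading.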
BRCA1 expr act: increases BRCA1 expression; MCF7-BRCA1-FFLuc reporter, luminescence, 48 h; response scale: scaled: vehicle 0%, 10 µM genistein 100%; Potency, µM (top dose mostly 46.1 µM), without a hit: at the top dose activation, most hits filed as activators; 1.1% of 380,000 active; also: potency is read from the fitted curve at half-maximal effect; nearly all actives have a fitted effect of over 80% in size; some results filed as inactive show a strong effect at the top dose
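Activators of BRCA1 expression were detected as increased firefly luciferase luminescence in engineered MCF7 cells after 48 h compound incubation. Signals were scaled to genistein 10 microM as full activation.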
Numbers without * were called inactive; u = inconclusive; x = no result given; & = joins results of further samples; [ ] = dose if it differs, or a comment. Unless noted, calls follow the shape of the dose curve; as a rule, active = well fitted curve in the direction sought with a large enough effect; inconclusive = small, poorly fitted or top-dose-only effect, or another doubt; inactive = no such curve, though single readings can be large; an effect the other way counts as inactive or inconclusive. Only part of the results is shown; the hit share may differ from the screen's.

Screens in order: NPC1 promoter act	FLuc modulator	p53 reactivator	ELG1 genotox	TRPV1 ag	Rab9 prom act	Tb PFK block	VP16 counter	RORg inh	ELG1 DNA repair	BRCA1 expr act
Cc1ccc(C(=O)OCC(=O)NC2CCCCC2)o1
  7%	-6%	7%	12%	-3	5%	-28%	-4%	20%	u	-4%
N#CC1(c2ccccc2)CCN(C2CC(=O)N(c3ccc4c(c3)OCO4)C2=O)CC1 (stereo not given)
  0%	-4%	-5%	0%	-1	-2%	6%	-8%	u	-1%	17%
O=c1oc2ccccc2n1CCCOc1ccccc1
  29%	19µM*	8%	18µM*	u	u	-1%	u	-5%	u	u
O=C1NC(=O)N(c2ccccc2)C(=O)/C1=C/c1ccc(Sc2ccccc2)o1
  -1%	u	2%	-4%	6	0%	19%	-18%	21%	12%	-35%
CCN(C[C@H]1N[C@@](CC)(C(=O)OC)[C@H]2C(=O)N(Cc3ccccc3)C(=O)[C@@H]12)S(=O)(=O)c1ccc(OC)cc1
  x	x	-9%	-4%	x	x	0%	x	x	u	-13%
COc1cc(C(CN)CC(=O)O)ccc1O (stereo not given)
  -9%	0%	-1%	0%	1	13%	3%	0%	-12%	10%	-1%
Cc1nc2ccccc2c(=O)n1-c1ccc(F)cc1F
  -3%	-3%	-4%	0%	-1	-2%	1%	2%	-2%	3%	36%
CCOc1ccccc1OCC(=O)Nc1ccc(Cl)cc1C(=O)c1ccccc1
  -2%	-1%	1%	-2%	14	-5%	-2%	-8%	32%	u	-6%
O=[N+]([O-])/C=C1\NCCN1Cc1ccc(Cl)nc1
  -5%&-1%	4%&-1%	-1%&-10%	-1%&1%	3&-1	-1%&-3%	-5%&-3%	7%&2%	-13%&2%	-3%&3%	-3%&8%
Cn1c(O)c(C=Nc2cccc(C(F)(F)F)c2)c(=O)n(C)c1=O
  -3%	3%	11%	2%	8	-8%	0%	9%	0%	0%	-9%
Cc1c(NP(=O)(C(C)(C)C)C(C)(C)C)c(=O)n(-c2ccccc2)n1C
  -3%	0%	2%	-1%	-5	-3%	-1%	-2%	1%	-2%	-1%
CCc1nc2ccccc2c(=O)n1-c1ccc2ccccc2c1
  -2%	-1%	-5%	-2%	1	4%	-2%	-2%	10%	-4%	-32%
O=c1[nH]c(=O)n(Cc2ccccc2)c(O)c1/C=C1\C=Nc2ccccc21
  2%	-7%	u	4%	4	-1%	2%	11%	0%	3%	-19%
C[C@]12CC[C@H](OS(=O)(=O)O)CC1=CC[C@@H]1[C@@H]2CC[C@]2(C)C(=O)CC[C@@H]12
  -4%&-1%	0%&0%	7%&2%	-10%&-6%	1&3	-4%&-1%	-7%&-4%	x	x	7%&3%	1%&6%&18%
CCC(C)N=Cc1c(O)n(-c2ccccc2)c(=O)[nH]c1=O (stereo not given)
  2%	-1%	1%	1%	-3	-1%	-3%	6%	28%	7%	-12%
OC(c1ccc(F)cc1)C(c1ccccc1)N1CCOCC1 (stereo not given)
  x	6%	x	x	-1	x	x	13%	-6%	x	-27%
C[C@]12CC[C@H](O)CC1=CC(=O)C1C2CC[C@]2(C)C(=O)[C@H](O)CC12 (stereo not given in full)
  x	x	14%	-1%	x	x	2%	x	x	0%	5%
O=C(CN1CCCCC1)NCC(=O)Nc1ccc(Br)cc1C(=O)c1ccccc1
  -1%	4%	2%	-1%	1	-1%	-2%	-7%	21%	-4%	-18%
c1ccc2c(CN3CCCCCCC3)c[nH]c2c1
  10%	-1%	-41%[inhibitor]	0%	1	5%	-2%	1%	-23%	u	-89%
Cc1cccc(OP(N)(N)=O)c1C
  -2%	-1%	0%	1%	3	-2%	5%	15%	-5%	5%	-3%
Nc1ccccc1Nc1ccc([N+](=O)[O-])cc1[N+](=O)[O-]
  0%	1%	-5%	-1%	4	0%	0%	-11%	u	17%	-1%
Cc1nc2ccc(Br)cc2c(=O)n1-c1ccc([N+](=O)[O-])c(C(F)(F)F)c1
  -9%	1%	-3%	4%	-5	-5%	-4%	0%	-5%	-3%	-35%
O=CC(Br)P(=O)(N1CCOCC1)N1CCOCC1 (stereo not given)
  -2%	0%	1%	0%	-2	-4%	-8%	-5%	18%	-4%	-15%
O=C1NC(=O)N(Cc2ccc(F)cc2)C(=O)/C1=C/c1cccs1
  -4%	u	-2%	u	2	2%	6%	-14%	1%	u	-38%
CCOC(=O)C(O)(c1cn(C)c2ccccc12)C(F)(F)F (stereo not given)
  -2%	2%	-6%	-3%	-1	4%	0%	-1%	11%	8%	-2%
Cc1ccc(-c2nc3ccc(Cl)cc3n2OC(=O)N(C)C)cc1
  3.2µM*	u	28%	2.9µM*	11	3.2µM*	-1%	-27%	-38%	u	84%
CCCCCCNc1nc(OC)nc(N2CC3CC(C2)c2cccc(=O)n2C3)n1 (stereo not given)
  -12%	4%	-6%	1%	-3	2%	0%	-13%	4%	-7%	-1%
C[N+]1(C)CCC(OC(=O)C(c2ccccc2)c2ccccc2)CC1
  10%[46.1 µM]	x	x	x	x	7%[46.1 µM]	x	0%	26%	x	17%
O=c1[nH]c(=O)n(C2CCCCC2)c(O)c1C=NCCCn1ccnc1
  0%	0%	-3%	-3%	-2	2%	-4%	-11%	3%	0%	-4%
CCCCOCCCn1c(N)c(C(=O)OCCOC)c2nc3ccccc3nc21
  -1%	2%	19%	-10%	-2	-3%	1%	0%	33%	u	-2%
COc1ccc(C=O)cc1O
  -2%	0%	5%	0%	-5	3%	-9%	8%	-2%	15%	14%
COc1cc(C(=O)OC2C[C@H]3CC[C@@H](C2)N3C)ccc1O (stereo not given in full)
  -3%	5%	9%	0%	0	-3%	1%	3%	13%	-6%	6%
CCOC(=O)C1(c2ccccc2)CCN(CCC(=O)Nc2ccc(C(=O)OC)cc2)CC1
  -4%	3%	-3%	0%	15	-2%	-1%	x	x	-18%	x
CCCCNC(=S)N1CCn2cccc2C1c1cccnc1 (stereo not given)
  -3%	4%	3%	-3%	u	4%	1%	7%	12%	u	-4%
CC(C)(C#N)Nc1ccccc1
  -1%	2%	1%	2%	-1	-4%	-5%	-13%	28%	u	2%
CCCCCCCSc1cc(OC)c(CCNC)cc1OC
  -3%	2%	-8%	-3%	4	2%	0%	-29%	u	-5%	x
CCCCCn1c(=O)c(C(=O)Nc2c(C)n(C)n(-c3ccccc3)c2=O)c(O)c2ccccc21
  5%	-4%	4%	-7%	0	0%	-2%	-11%	12%	14%	0%
CC(CN(C)C1CCN(C)CC1)c1ccccc1 (stereo not given)
  3%	-4%	2%	-6%	-10	3%	1%	-3%	-2%	-26%	-2%
N#CC(c1cccnc1)N1CCOCC1 (stereo not given)
  -3%	0%	0%	-1%	1	2%	1%	6%	-16%	6%	-16%
COc1ccc2c(C)c(CC(=O)N3C[C@H]4C[C@@H](C3)c3cccc(=O)n3C4)c(=O)oc2c1
  0%	1%	x	-1%	2	-10%	5%	7%	-7%	u	-2%
CN1C(=O)C(Cc2cccc3ccccc23)C(=O)N(C)C1=O
  1%	0%	12%	0%	-3	-9%	5%	-5%	2%	0%	1%
O=C1CC(c2cccnc2)=NN1c1ccccc1
  -11%	-5%	16%	-2%	2	8%	-3%	7%	21%	-2%	0%
CCOC(=O)CN1C(=O)C2(C(C#N)=C(N)Oc3ccccc32)C(C(=O)OC)=C1C (stereo not given)
  x	2%	x	x	0	x	x	-4%	5%	x	7%
COc1ccccc1OCC#CCN1CCCCCC1
  -2%	3%	11%	-5%	-4	11%	-7%	3%	12%	11%	3%
O=c1[nH]c2ccccc2n1C1CCN(CCCC(c2ccc(F)cc2)c2ccc(F)cc2)CC1
  -29%[46.1 µM]	4%	-12%	0%	17	-43%[inhibitor][46.1 µM]	3%	u	u	u	-53%
O=c1[nH]c(CN2CC=C(c3ccccc3)CC2)nc2scc(-c3cccs3)c12
  -1%	1%	-4%	1%	3	-1%	-4%	-14%	u	-2%	-34%
O=c1[nH]c(=O)n(-c2ccccc2)c(O)c1/C=C/C=Nc1ccccc1
  1%	0%	7%	1%	1	4%	-5%	13%	-7%	3%	-5%
C=C1C/C(=C/C)C(=O)O[C@@H]2CCN3CC=C(COC(=O)[C@]1(C)O)[C@H]23
  -6%	0%	3%	-4%	2	1%	0%	-7%	-21%	1%	0%
C=C1C[C@@H]2[C@H](CC[C@]3(C)C(=O)CC[C@@H]23)[C@@]2(C)C=CC(=O)C=C12
  0%	-8%	x	x	u	-1%	-1%	-5%	32%	x	x
COC(=O)C1=C(c2ccc(OC)c(OC)c2)C[C@@H]2CC[C@H]1N2C(=O)NCCO
  -1%	-1%	11%	4%	-5	-5%	9%	x	x	11%	8%
